# Bioassay records (PubChem BioAssay)
# EPAC2 agonist: qHTS for Agonist of cAMP-regulated guanine nucleotide exchange factor 4 (EPAC2): primary screen. EPAC2 activation, biochemical qHTS; response scale: 100% = 6.5 mM cAMP response. AID 720711, 2013. Potency, µM (top dose mostly 154 µM), for inactives: at the top dose activation, actives largely listed as activators. hit rate 0.079% among 360,000; also: potency is read from the fitted curve at half-maximal effect; nearly all actives have a fitted effect of over 50% in size
#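 Readout is BODIPY fluorescence (480 nm excitation, 540 nm emission), which falls as labeled GDP is exchanged off Rap1B. EPAC2 at 100 nM acted on 250 nM RAP1B-BODIPY-GDP with 50 uM GDP present.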
# EPAC2 antagonist: qHTS for Antagonist of cAMP-regulated guanine nucleotide exchange factor 2 (EPAC2): primary screen. Rap guanine nucleotide exchange factor 4 (Homo sapiens), Q8WZA2. hit rate 0.18% among 360,000. Potency, µM (top dose mostly 114 µM), inactives show at the highest dose activity, negative = inhibition, usual class: inhibitors. EPAC2 GEF exchange of Rap1B-BODIPY-GDP, fluorescence; also: potency is read from the fitted curve at half-maximal effect; % is scaled to controls: 0 for no effect and ±100 for the full control effect; nearly all actives have a fitted effect of over 45% in size; many of its hits are not listed in these tables
# PTHR1 agonist: qHTS for PTHR1 Agonists: Primary Screen; Parathyroid hormone/parathyroid hormone-related peptide receptor (Homo sapiens), Q03431; HEK293 GP2 PTHR1 cells, GloSensor cAMP luminescence, 1 h; Potency, µM (top dose mostly 115 µM), without a hit: at the top dose activation, hits mostly activators; hit rate 0.075% among 410,000; AID 743266, 2014; also: potency is read from the fitted curve at half-maximal effect; nearly all actives have a fitted effect of over 55% in size; some results filed as inactive show a strong effect at the top dose; inactives centre near -15; many of its hits are not listed in these tables
# Target sequence (Q03431 whole entry, looked up): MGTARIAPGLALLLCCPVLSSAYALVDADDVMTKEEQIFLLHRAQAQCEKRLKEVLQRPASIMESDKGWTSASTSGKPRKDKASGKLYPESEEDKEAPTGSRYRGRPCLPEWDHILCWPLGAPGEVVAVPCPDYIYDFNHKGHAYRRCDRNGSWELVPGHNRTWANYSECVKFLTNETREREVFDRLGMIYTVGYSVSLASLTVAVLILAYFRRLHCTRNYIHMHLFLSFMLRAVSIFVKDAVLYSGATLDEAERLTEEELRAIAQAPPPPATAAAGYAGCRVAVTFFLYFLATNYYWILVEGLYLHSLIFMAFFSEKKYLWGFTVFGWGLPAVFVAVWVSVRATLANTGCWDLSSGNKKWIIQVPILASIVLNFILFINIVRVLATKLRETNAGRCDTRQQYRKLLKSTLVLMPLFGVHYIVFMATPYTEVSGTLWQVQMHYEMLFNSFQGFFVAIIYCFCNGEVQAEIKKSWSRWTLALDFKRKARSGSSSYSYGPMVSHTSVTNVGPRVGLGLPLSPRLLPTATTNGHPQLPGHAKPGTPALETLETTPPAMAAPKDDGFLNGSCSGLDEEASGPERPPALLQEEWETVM
#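 HEK-293-derived GP2 cells expressing PTHR1 and a GloSensor cAMP reporter, 3,000/well, plated overnight, given luciferin plus IBMX (each 0.5 mM as added) for 1 h at 37 °C, then compound for 1 h at 37 °C. Luminescence was read after 15 min at room temperature.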
# DRD3 antagonist: qHTS of D3 Dopamine Receptor Antagonist: qHTS; max response, negative = inhibition, %; D3R cells, DiscoveRx beta-arrestin luminescence, antagonist mode; active compounds read low; D(3) dopamine receptor (Homo sapiens), P35462; AID 652054, 2013; hit rate 2.5% among 360,000; in the data active = max response below about -50%; inconclusive = no clear call, values can overlap the other calls; also: % is scaled to controls: 0 for no effect and ±100 for the full control effect; mostly tested at two doses, the higher about 12 µM
# Target sequence (P35462 whole entry, looked up): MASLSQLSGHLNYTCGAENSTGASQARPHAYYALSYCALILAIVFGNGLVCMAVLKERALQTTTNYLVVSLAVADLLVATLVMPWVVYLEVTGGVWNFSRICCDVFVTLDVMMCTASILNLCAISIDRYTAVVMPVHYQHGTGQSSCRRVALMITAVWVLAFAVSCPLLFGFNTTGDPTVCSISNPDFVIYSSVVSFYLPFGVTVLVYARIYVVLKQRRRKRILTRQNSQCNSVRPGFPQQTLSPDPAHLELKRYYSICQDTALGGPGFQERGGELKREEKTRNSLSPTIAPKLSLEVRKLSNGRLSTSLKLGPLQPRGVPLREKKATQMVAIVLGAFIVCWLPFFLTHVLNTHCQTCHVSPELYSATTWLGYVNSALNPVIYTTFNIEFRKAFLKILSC
#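 Cells plated overnight at 1500 cells/well, then exposed to library compounds with dopamine controls for 90 minutes at 37 degrees C. DiscoveRx reagent added for 30–60 minutes at room temperature; luminescence read, quantitative HTS format.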
# Mm-Cpn inhibitor: Inhibitors of TCP-1 ring complex (TRiC) of Methanococcus maripaludis (MmCpn): qHTS; purified Mm-Cpn ATPase, ADP Transcreener TR-FRET; Potency, µM (highest dose often 76.9 µM), for the others: at the top dose activity, negative = inhibition, most hits filed as inhibitors; hit rate 0.031% among 330,000; also: potency is read from the fitted curve at half-maximal effect; % is scaled to controls: 0 for no effect and ±100 for the full control effect; nearly all actives have a fitted effect of over 80% in size
#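 Inhibition of chaperonin ATP hydrolysis is measured as reduced ADP production, detected by competitive TR-FRET in which signal falls with ADP. Final enzyme 25 nM and ATP 10 uM, reacted 30 min at 37°C.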
# Akt phos inh: HTS Assay for Inhibitors of Akt Phophorylation: Primary Screen; Neuro2A IGF-stimulated pAkt S473 HTRF, 20 min; active compounds read low; activity change, % for hits at 50 µM; hit rate 0.32% among 360,000; AID 651550, 2012; in the data active = activity change below about -80%; inconclusive = mostly about -51% to -80%; also: % is scaled to controls: 0 for no effect and ±100 for the full control effect
#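 Single-point screen (50 µM final compound) in Neuro2A cells stimulated 20 min with 6 nM IGF at 37 deg C. After lysis, Ser473-phosphorylated Akt read by HTRF (ex 330 nm, em 615/665 nm) as the 665/615 ratio.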
# D3 ag: qHTS of D3 Dopamine Receptor Agonist: qHTS. D(3) dopamine receptor (Homo sapiens), P35462. D3R DiscoveRx beta-arrestin cells, luminescence, 90 min. max activation, %. hit rate 0.58% among 410,000. AID 652048, 2013; in the data active = max activation above about 30%; also: 0% is about no effect; mostly tested at two doses, the higher about 12 µM
#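 Agonist mode: compounds and dopamine controls were applied to plated cells for 90 min at 37 degrees C after an overnight attachment at 1500 cells/well. Luminescent read-out followed 30 - 60 minutes at room temperature with DiscoveRx detection reagent.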
# CCT chaperon mod: High-Throughput Screening for Modulators of Cytosolic Chaperonin Activity | activity change, % (test concentration not listed), hits read low | purified chaperonin ATPase assay, HTRF ADP detection, 30 min | hit rate 0.3% among 360,000; in the data active = activity change below about -30%; also: % is scaled to controls: 0 for no effect and ±100 for the full control effect
#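 Nucleotide hydrolysis assay: TRiC at 20–40 nM final (set by batch activity) with 10 uM ATP, 30 min at 37 °C, in presence of 76 uM compound. Detection by competitive ADP HTRF, 30 min ambient.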
# Starred values were filed as active, the others as inactive; i = inactive; u = inconclusive; x = not tested or not shown; [ ] = another dose, or the depositor's remark. Unless noted, calls follow the shape of the dose curve; as a rule, active = well fitted curve in the direction sought with a large enough effect; inconclusive = small, poorly fitted or top-dose-only effect, or another doubt; inactive = no such curve, though single readings can be large; an effect the other way counts as inactive or inconclusive. These rows are one share of the data; the hit share may differ from the screen's.
SMILES,EPAC2 agonist,EPAC2 antagonist,PTHR1 agonist,DRD3 antagonist,Mm-Cpn inhibitor,Akt phos inh,D3 ag,CCT chaperon mod
O=C(CSc1nc2ccccc2[nH]1)N1CCN(c2ccccc2)CC1,-11%,13%,-5%[57.5 µM],14,0%,i,3,-0.4
COCCCNC(=O)C1CCN(C(=O)c2cc3sccc3n2Cc2ccc(F)cc2)CC1,2%,1%,-42%[inhibitor],4,0%,i,7,-3.2
CCOC(=O)C(C(=O)OCC)C(C[N+](=O)[O-])c1ccccc1 (centres undefined),2%,-15%,i,-22,1%,i,-1,-0.9
Cn1c(=O)oc2cc(S(=O)(=O)NCCN3CCc4ccccc4C3)ccc21,5%,45%,7%,-6,0%,i,-12,-3.4
CC(=NNC(=O)c1ccncc1)c1ccccc1Cl,6%,-1%,-1%,1,x,i,25,-0.2
Cc1ccc(-n2ncc3c(=O)[nH]c(SCC(=O)N4CCOCC4)nc32)cc1,-1%,-4%,i,-16,0%,i,-4,-1.7
CCC(=O)Nc1ccc(NC(=O)CSc2nnc(-c3ccco3)n2C)cc1,8%,6%,i,-3,-4%,i,2,0.6
N#Cc1c(-c2ccccc2)cc(-c2ccccc2)[nH]c1=O,3%,2%,-5%,11,-2%,i,2,1.5
Cc1nn(Cc2ccccc2Cl)c(C)c1NC(=O)c1cc(-c2ccc(F)cc2)on1,-3%,1%,0%[57.5 µM],29,1%,i,17,-1.4
N/N=c1\sc2ccccc2n1-c1ccccc1,6%,-5%,-3%,-2,0%,i,-1,-3.1
O=C1c2cccc3cc([N+](=O)[O-])cc(c23)C(=O)N1CCN1CCCC1,3%,-14%,0%,u,0%,i,-8,-1.5
Cc1ccc(CNC(=O)CCC2CCCN(Cc3cc4ccccc4o3)C2)o1 (centres undefined),5%,6%,-2%,-4,1%,i,-5,-0.8
COc1ccc(NC(=O)c2oc3ccccc3c2CSC)cc1S(=O)(=O)N1CCOCC1,6%,1%,i,6,0%,i,6,-0.9
CCC(NC(=O)CC[C@H]1O[C@@H](n2cc(C)c(=O)[nH]c2=O)C[C@@H]1O)c1ccccc1 (some centres undefined),11%,13%,i,2,1%,i,10,1.1
CCc1ccc(NC2CC(=O)N(CCc3ccc(OC)c(OC)c3)C2=O)cc1 (centres undefined),-3%,0%,-47%[inhibitor],-2,0%,i,-4,1.4
O=C(NCCN1CCOCC1)c1cccc(S(=O)(=O)Nc2cc(Cl)ccc2Cl)c1,1%,0%,-3%,20,2%,i,7,-0.8
O=C(c1cnc2n(c1=O)CCS2)N1CCN(c2ccc([N+](=O)[O-])cc2)CC1,-1%,-9%,-24%,8,1%,i,3,0.9
CCOc1ccc(S(=O)(=O)NCc2ccccn2)c(C)c1C,7%,3%,i,-13,1%,i,0,1.7
CNC(=O)C1CCN(S(=O)(=O)c2c(C)noc2/C=C/c2ccc(OC)cc2)CC1,1%,5%,-12%,-19,1%,i,2,-2.0
Cc1cc(C(=O)Nc2cccc(/C=C/C(=O)O)c2)c(C)o1,7%,-2%,i,-10,1%,i,4,-1.4
CCCNC(=O)Nc1ccccc1C(=O)Nc1ccc(OC)cc1,-5%,4%,-2%,13,1%,i,0,1.7
Cc1c(Cl)cccc1NC(=S)NCCc1ccc(Cl)cc1,6%,-10%,-27%,u,2%,i,-12,-1.2
Cc1cc(C)c(S(=O)(=O)c2ccccc2)c(Cl)n1,-30%,5%,-5%,33,0%,i,-4,0.4
CC1(C)C(=O)OC(c2cccn2-c2ccc([N+](=O)[O-])cc2)C2(CCCCC2)C1=O (centres undefined),-8%,12%,i,8,1%,i,0,-2.4
Nc1ccccc1S(=O)(=O)NCCCCc1ccccc1,15%,-12%,-42%[inhibitor],-10,-1%,i,-3,-0.6

# Single records (already shown). Order of screens: EPAC2 agonist, EPAC2 antagonist, PTHR1 agonist, DRD3 antagonist, Mm-Cpn inhibitor, Akt phos inh, D3 ag, CCT chaperon mod
# Record of O=C(NCCN1CCOCC1)c1cccc(S(=O)(=O)Nc2cc(Cl)ccc2Cl)c1 : 1%, 0%, -3%, 20, 2%, i, 7, -0.8
# Record of Cn1c(=O)oc2cc(S(=O)(=O)NCCN3CCc4ccccc4C3)ccc21 : 5%, 45%, 7%, -6, 0%, i, -12, -3.4

# New compounds follow.
SMILES,EPAC2 agonist,EPAC2 antagonist,PTHR1 agonist,DRD3 antagonist,Mm-Cpn inhibitor,Akt phos inh,D3 ag,CCT chaperon mod
C=CCNC(=S)NNC(=O)COc1ccc(Br)cc1,5%,0%,i,5,0%,i,1,-0.3
Cc1ccc(C)c(Cn2nnc3c(=O)[nH]c(C4CCCN(C(=O)CC(C)C)C4)nc32)c1 (centres undefined),5%,11%,i,9,2%,i,0,1.3
O=C(N/N=C/c1c(O)n(-c2ccccc2Cl)c(=O)c2ccccc12)C1COc2ccccc2O1 (centres undefined),-5%,14%,i,-10,-3%,i,-8,-1.0
COc1ccc(CNC(=O)COC(=O)/C=C/c2cccc(Br)c2)cc1OC,-11%,5%,i,36,0%,i,11,-2.8
COc1ccc(S(=O)(=O)N2CCN(CC(=O)Nc3c(C)n[nH]c3C)CC2)cc1OC,8%,-1%,i,-9,-1%,i,0,0.7
Cc1cc(=O)[nH]c(SCc2cccc3cccnc23)n1,5%,10%,i,14,-2%,i,9,-0.9
CC(C)CC(NC(=O)C1CCC(C)CC1)C(=O)Nc1ccccn1 (centres undefined),2%,-26%,-2%[57.5 µM],2,-1%,i,-3,-0.4
O=C(CSc1ccccc1)N1CCc2ccccc21,10%,-1%,-25%,-24,-2%,i,6,1.5
COc1cc(-c2nc3oc4ccccc4c(=O)c3c(=O)n2Cc2ccco2)cc(OC)c1OC,-3%,-1%,-14%,1,0%,i,1,-2.2
Cc1ccc(NCc2nnc(SCC(=O)c3ccccc3)n2Cc2ccco2)c(C)c1,5%,-8%,-9%[57.5 µM],0,-4%,i,-3,-3.1
Cc1nc2ccccc2n1CC(=O)NC1CCCCCC1,2%,0%,-35%,17,-2%,i,9,1.4
O=C(NCc1ccccn1)c1ccc(Br)s1,15%,8%,-14%,-5,1%,i,-9,-12
O=C(Nc1ccccc1-c1ccccc1)c1ccc(NC(=O)c2ccco2)cc1,9%,-2%,-12%[57.5 µM],7,-1%,i,13,-1.5
CC(NC(=O)C1CCCCC1)C(c1cccs1)N1CCN(C)CC1 (centres undefined),8%,3%,i,11,1%,i,-1,-3.0
O=C(NCc1ccccc1)Nc1cccn(Cc2ccccc2Cl)c1=O,3%,-6%,-85%[inhibitor],18,-7%,i,2,-4.7
COc1ccc(Br)cc1CN(C)CC(=O)Nc1ccccc1Cl,8%,-7%,i,51,-1%,i,1,1.0
Cc1ccc(NC(=O)C2CCC(=O)N2)cc1C (centres undefined),-2%,-1%,i,1,1%,i,1,-1.6
OC1(c2ccc(F)cc2)CN(c2ccccc2)C2=[N+]1CCS2 (centres undefined),20%,-1%,-18%,-24,0%,i,-11,-2.3
O=C(Cc1cc(=O)[nH]c(=O)[nH]1)N1CCC(Cc2ccccc2)CC1,26%,35%[activator],21%,0,4%,i,-4,-2.7
CCc1cccc(C)c1NC(=O)c1ccoc1C,-1%,0%,i,21,-4%,i,4,0.4
Clc1ccc(C2[C@H]3CN(Cc4cccnc4)[C@H](c4ccccc4)C34CC2(c2cccnc2)C4)cn1 (some centres undefined),13%,-1%,-12%,26,0%,i,-4,-1.1
Cc1c(NC(=S)NC(=O)c2cccc([N+](=O)[O-])c2)c(=O)n(-c2ccccc2)n1C,3%,3%,-35%[inhibitor],0,1%,i,-3,-1.9
Cc1cc(C)cc(NS(=O)(=O)c2ccc3c(c2)C(C)(C)C(=O)N3C)c1,8%,-29%,-23%,-3,0%,i,4,-1.2
CC1=NNC(=O)C1CC(=O)N/N=C/c1ccncc1 (centres undefined),14%,-1%,-7%,-14,-3%,i,4,-1.6
COc1ccc(C)cc1NS(=O)(=O)c1ccc(NS(=O)(=O)c2ccc(NC(C)=O)cc2)cc1,-9%,-14%,-13%[57.5 µM],9,1%,i,6,-0.2
# The list continues:
SMILES,EPAC2 agonist,EPAC2 antagonist,PTHR1 agonist,DRD3 antagonist,Mm-Cpn inhibitor,Akt phos inh,D3 ag,CCT chaperon mod
CC1(C)Cc2ccccc2-c2nc(-c3ccccc3)oc(=O)c21,-6%,-4%,i,2,-5%[15.4 µM],i,-7,0.8
Cc1cc(C)n2nc(C(=O)N/N=C/C=C/c3ccccc3)nc2n1,6%,11%,i,8,0%,i,3,0.9
CC(C)(C)NC(=O)NC(=O)CN1CCN(S(=O)(=O)c2ccccc2)CC1,-4%,4%,i,19,1%,i,1,0.7
COc1ccc(NC(=O)c2ccccc2NC(=O)COc2ccccc2)cc1,1%,7%,i,u,1%,i,-6,2.6
COc1cccc(-c2cnc3c(NC(C)=O)cc(-c4cc(OC)c(OC)c(OC)c4)cn23)c1,-7%,-12%,-1%,88,x,i,7,1.3
CCOC(=O)N1CCN(Cc2nc(Cc3cccc(F)c3)no2)CC1,-19%,-27%,0%,8,2%,i,9,-0.2
CCOc1cc(CNCc2ccccn2)ccc1OCC(=O)NC1CCCCC1,2%,-3%,-20%[57.5 µM],-89*,-1%,i,-23,-3.4
CCCCn1c(N)c(N(CCC(C)C)C(=O)COC(=O)c2ccc([N+](=O)[O-])s2)c(=O)[nH]c1=O,-17%,16%,i,16,-1%,i,1,-1.4
CCOc1ccc(-c2onc(C(F)(F)F)c2-c2cscn2)c(O)c1,-3%,-5%,-27%,-4,1%,i,9,-11
COc1ccc(C(=O)N2CCN=C2SCc2cccnc2)cc1OC,4%,1%,i,u,0%,i,7,-0.1
O=C(CSc1nnc(C2COc3ccccc3O2)o1)Nc1ccc(F)cc1Cl (centres undefined),2%,5%,-3%,9,-2%,i,8,-1.7
